# High-throughput results from PubChem BioAssay.
# BAZ2B block – BAZ2B (human) inhibition; AlphaScreen BAZ2B-H3K14Ac peptide displacement; 4.4% of 360,000 active; AID 504333; Q9UIF8; Potency, µM (top dose mostly 114 µM), without a hit: at the top dose activity change, negative = inhibition, actives largely listed as inhibitors; further: potency means the concentration at half of the fitted maximal effect; on the % scale 0 is the no-effect control and ±100 the full control effect; nearly all actives have a fitted effect of over 60% in size
#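 Inhibition is scored as reduced AlphaScreen emission. The BAZ2B/b-H3(5-23)K14Ac complex (50 nM each) in PBS pH 7.4, 0.01% Tween-20 meets compound (up to 110 uM) for 30 min at RT before bead addition.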
# PI4K2A block – inhibitors of human PI4K2A | purified PI4K2A, ADP-Glo luminescence, 1 h; stronger effect = lower value | activity change, negative = inhibition, % at 76.9 µM | AID 1346378 | 0.13% of 420,000 active | Q9BTU6; in the data active means activity change below about -50%; inconclusive means mostly about -30% to -49%;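 further: -100% = wells without enzyme as full effect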
#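 Compounds are screened against recombinant PI4K2A using PI as substrate and ATP, the latter dispensed at 300 microM. Reactions run one hour at ambient temperature before ADP-Glo detection; full inhibition defined by wells lacking enzyme.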
# Pin1 inh – human Pin1 inhibition. Q13526. Pin1 FP peptide displacement, HiFluor488, 10 min. Potency, µM (top dose mostly 115 µM), without a hit: at the top dose activity, negative = inhibition, actives largely listed as inhibitors. 0.009% of 390,000 active. AID 504891; active means well fitted inhibition curve with a large enough effect in the polarisation, with a control signal flat, not every such curve was filed as active; inconclusive means small, poorly fitted or top-dose-only effect, or effect the other way, or a change in a side signal; inactive means no such curve, though single readings can be large or run the other way; the % refers to the polarisation; further: potency means the concentration at half of the fitted maximal effect; on the % scale 0 is the no-effect control and ±100 the full control effect
# ERG-DNA inh – ERG Ets/DNA interaction inhibition | P11308 | fluorescence polarization, His-ERG Ets domain / labelled DNA | Potency, µM (doses to about 76.9 µM), for inactives: at the highest dose FP activity, negative = inhibition, usual class: inhibitors | 0.028% of 370,000 active | AID 624246; active means well fitted inhibition curve with a large enough effect in the polarisation, with a control signal flat; inconclusive means small, poorly fitted or top-dose-only effect, or effect the other way, or a change in a side signal; inactive means no such curve, though single readings can be large or run the other way; the % refers to the polarisation;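 further: polarization taken with two DNA probes labelled with fluorescein and Texas red; potency means the concentration at half of the fitted maximal effect; % of control where 0% means no effect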
# Target sequence (P11308 whole entry, looked up, the tested form may be a part): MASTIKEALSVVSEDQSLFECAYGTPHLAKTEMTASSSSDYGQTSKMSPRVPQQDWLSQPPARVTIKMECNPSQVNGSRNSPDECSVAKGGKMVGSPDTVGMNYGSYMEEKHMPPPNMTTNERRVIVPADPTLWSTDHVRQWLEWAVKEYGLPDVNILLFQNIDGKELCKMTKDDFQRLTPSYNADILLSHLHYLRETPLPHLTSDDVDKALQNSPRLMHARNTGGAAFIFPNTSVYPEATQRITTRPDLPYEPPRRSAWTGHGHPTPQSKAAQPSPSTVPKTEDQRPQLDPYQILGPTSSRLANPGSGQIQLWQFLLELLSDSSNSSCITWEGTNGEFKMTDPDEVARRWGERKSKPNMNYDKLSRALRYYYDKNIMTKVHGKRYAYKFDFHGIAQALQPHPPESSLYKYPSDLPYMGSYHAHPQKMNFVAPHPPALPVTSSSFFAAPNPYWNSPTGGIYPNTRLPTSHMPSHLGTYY
#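 His-tagged ERG Ets domain (1 uM in the protein solution; 300mM KCl, 50mM Tris-HCl, 1mM EDTA, 1mM DTT, pH 7.5) received compound, then a probe mix of 5 nM fluorescein-DNA and 100nM Texas-615-DNA. Fluorescence polarization was read for both dyes.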
# GLS inhibitor – glutaminase GLS (human) inhibition; O94925; GLS enzymatic activity, qHTS titration; Potency, µM (highest dose often 45.5 µM), for inactives: at the top dose activity change, negative = inhibition, actives largely listed as inhibitors; 0.21% of 410,000 active; AID 624170; further: potency means the concentration at half of the fitted maximal effect; on the % scale 0 is the no-effect control and ±100 the full control effect
# Target sequence (O94925 whole entry, looked up): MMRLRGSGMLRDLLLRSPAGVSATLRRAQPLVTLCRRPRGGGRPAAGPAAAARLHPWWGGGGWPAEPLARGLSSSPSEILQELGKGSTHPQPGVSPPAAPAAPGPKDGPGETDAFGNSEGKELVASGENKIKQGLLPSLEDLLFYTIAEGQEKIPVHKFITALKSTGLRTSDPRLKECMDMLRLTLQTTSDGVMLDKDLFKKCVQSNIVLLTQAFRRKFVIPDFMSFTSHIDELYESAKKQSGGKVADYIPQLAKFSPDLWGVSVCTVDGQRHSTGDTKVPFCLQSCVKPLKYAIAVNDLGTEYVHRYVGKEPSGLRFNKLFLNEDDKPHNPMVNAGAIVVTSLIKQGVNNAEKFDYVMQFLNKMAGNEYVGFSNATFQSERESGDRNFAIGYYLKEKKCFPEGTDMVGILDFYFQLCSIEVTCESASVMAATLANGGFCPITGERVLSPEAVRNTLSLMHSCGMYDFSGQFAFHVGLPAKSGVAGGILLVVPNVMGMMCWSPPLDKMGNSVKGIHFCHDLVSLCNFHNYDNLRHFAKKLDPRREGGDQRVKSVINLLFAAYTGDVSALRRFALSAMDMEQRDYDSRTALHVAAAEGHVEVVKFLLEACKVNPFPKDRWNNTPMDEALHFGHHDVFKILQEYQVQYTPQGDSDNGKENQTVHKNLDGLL
#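 Glutamate formation by hKGA was monitored fluorometrically using coupled glutamate oxidase, HRP and Amplex Red. Substrate was added as 1 mM L-glutamine solution; incubation was 30 min at RT after an initial read.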
# G9a inh – G9a (human) methyltransferase inhibition | G9a H3K9 monomethylation, AlphaScreen, 2 h | Potency, µM (doses to about 102 µM), for the others: top-dose activity, negative = inhibition, most hits filed as inhibitors | 8.8% of 350,000 active | AID 504332; further: potency means the concentration at half of the fitted maximal effect; on the % scale 0 is the no-effect control and ±100 the full control effect; nearly all actives have a fitted effect of over 75% in size
#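 Quantitative HTS format: methyltransferase activity on a biotin-tagged H3K9 peptide is measured by AlphaScreen, using a rabbit anti-monomethyl-H3K9 antibody with streptavidin donor and anti-IgG acceptor beads. Final levels are 20 nM enzyme, 500 nM peptide, 20 uM SAM; 2 h RT.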
# Tb PGK inh – blocks T. brucei phosphoglycerate kinase; Potency, µM (top dose mostly 57.5 µM), for the others: at the top dose activity change, negative = inhibition, hits mostly inhibitors; AID 602233; PGK/GAPDH coupled, Kinase-Glo luminescence, 60 min; P07378; 0.043% of 380,000 active; further: potency means the concentration at half of the fitted maximal effect; on the % scale 0 is the no-effect control and ±100 the full control effect; nearly all actives have a fitted effect of over 60% in size
#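 Luminescent ATP detection (Kinase-Glo Plus) follows a 60-minute room-temperature incubation, with wells lacking PGK as controls. Buffer: 100 mM TEA (pH 7.6), 5 mM MgCl2, 0.01% Tween-20. Coupling enzyme GAPDH (100 nM final) supplies unstable 1,3-BPG in-well.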
# JMJD2A Tudor inh – blocks the human JMJD2A Tudor domain | Potency, µM (titrated, usually from 114 µM), inactives show at the highest dose activity change, negative = inhibition, hits mostly inhibitors | AlphaScreen JMJD2A-Tudor / H3K4me3 peptide binding | AID 504339 | 4.4% of 390,000 active; further: potency means the concentration at half of the fitted maximal effect; on the % scale 0 is the no-effect control and ±100 the full control effect; nearly all actives have a fitted effect of over 50% in size
# HP1b binding inh – inhibitors of HP1-beta chromodomain binding to methylated histone tails. P83916. AlphaScreen HP1-beta / biotin-H3K9me3 peptide binding. Potency, µM (top dose mostly 114 µM), for the others: at the top dose activity change, negative = inhibition, actives largely listed as inhibitors. 0.56% of 390,000 active; further: potency means the concentration at half of the fitted maximal effect; nearly all actives have a fitted effect of over 70% in size; inactives centre near 23
#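 Compound inhibition of the preformed complex between 50 nM HP1-beta and 50 nM biotinylated H3K9me3 peptide was read by AlphaScreen. Buffer was PBS pH 7.4 with 0.01% Tween-20. Incubations ran 30 min at room temperature, with 10 ug/mL donor/acceptor beads.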
# * = called active by the depositor; i = inactive; ? = inconclusive; nt = not tested or not shown; [ ] = remark or other dose. Unless noted, the call rests on the fitted dose curve; in most records, active means well fitted curve in the direction sought with a large enough effect; inconclusive means small, poorly fitted or top-dose-only effect, or another doubt; inactive means no such curve, though single readings can be large; an effect the other way counts as inactive or inconclusive.
# Results follow in this order: BAZ2B block, PI4K2A block, Pin1 inh, ERG-DNA inh, GLS inhibitor, G9a inh, Tb PGK inh, JMJD2A Tudor inh, HP1b binding inh
- COc1ccc(NC(=O)c2cc3ccc4c5ccccc5[nH]c4c3cc2O)cc1
 : -9%, -4, 6%, 5%, 0%, -1%, -5%, -4%, 18%
- COc1cc(C(N)=O)cc(Cl)c1OC
 : -1%, 0, -2%, -9%, 2%, ?, 2%, -9%, 14%
- CCOc1ccc(N(CC(=O)Nc2ccc(OC)cc2)S(C)(=O)=O)cc1
 : -9%, 0, 1%, 1%, 6%, -36%, i, -20%, 10%
- CCOC(=O)N1CCC(Nc2c([N+](=O)[O-])cc(C(=O)O)cc2[N+](=O)[O-])CC1
 : -8%, -8, 1%, 9%, 3%, 3%[0.501 µM], i, -13%, 37%
- OC(COc1ccc(Cl)cc1)CN1CCC(Cc2ccccc2)CC1 (centres undefined)
 : -18%, 0, -3%, 4%, 1%, 28µM*, 0%, -18%, 54%[activator]
- CCc1ccc(NC(=O)c2cc3nc(-c4ccc(C)cc4)cc(C(F)(F)F)n3n2)cc1
 : -11%, 2, 0%, -13%, 1%, 1%[59 µM], -4%, -12%, 1%
- O=C(COC(=O)COc1ccc(Cl)cc1)Nc1ncc(Br)s1
 : 1%, -2, 2%, 5%, -3%, -33%, -5%, -12%, 82%[activator]
- Cc1ccccc1CN1CCCC(C(=O)N2CCCCC2)C1 (centres undefined)
 : 79µM*, 6, 1%, -11%, 3%, 25µM*, -3%, 22µM*, ?
- COc1ccc(CNC(=O)[C@@H](NC(=O)C2CCN(C(=O)[C@@H](N)CCSC)CC2)C(C)C)cc1
 : 6%, 2, 2%, 9%, -10%, nt, -7%, -10%, 43%[activator]
- Cc1ccc(Cn2nnc(C(=O)Nc3ccc(F)c(F)c3)c2N)cc1
 : -35%, 1, 1%, 3%, -1%, ?, 7%, -18%, 15%
- CCOC(=O)c1ccc(N2CCN(c3cccc(Cl)c3)CC2)c(NC(=O)Nc2ccc(Cl)cc2)c1
 : -8%, 2, 7%, -1%, -4%, -18%[59 µM], -6%, -28%, 43%[activator]
- CCOc1ccccc1NC(=O)CN1CCC(NC(=O)c2ccccc2)CC1
 : -7%, 7, 2%, -4%, 0%, 22%[59 µM], -3%, -8%, 8%
- CCN(CC)CCCNC(=O)c1ccc2nc(N3CCCCC3)sc2c1
 : 5%, -2, -9%, -1%, 4%, -2%[59 µM], 10%, -2%, 25%
- COc1ccc(N(C)C(=O)CCn2cnc3onc(-c4ccc(F)cc4)c3c2=O)c(OC)c1
 : 6%[57.1 µM], -4, -4%, -2%, -1%, -23%[59 µM], 0%, -20%, 12%
- C=CCOc1cccc(C2NC(=O)c3ccccc3O2)c1 (centres undefined)
 : 4%, 3, 4%, -4%, 0%, nt, -6%, -18%, 27%
- CC1CCC(NC(=O)c2cccc(S(=O)(=O)NCc3ccccc3)c2)CC1 (centres undefined)
 : -3%, -2, 3%, -13%, 1%, 8%[59 µM], -8%, -16%, 13%
- [O-][N+](=C(c1ccccc1)c1ccccc1)c1ccccc1
 : nt, 2, 1%, 1%, -10%, nt, -6%, -10%, 14%[57 µM]
- CC(C)(C)Nc1scc(-c2ccccc2)[n+]1-c1ccccc1
 : 50µM*, -1, -4%, -9%, 17%, 45µM*, 1%, -33%, -16%
- COc1ccc(N2CCN(C(=O)CC(NC(N)=O)c3cccc(Oc4ccccc4)c3)CC2)cc1 (centres undefined)
 : ?, -4, 3%, -2%, 20%, ?, -2%, -35%[57.1 µM], ?
- Cc1ccn(CCC(=O)NC2CC(C)(C)Cc3c2cnn3-c2ccccc2C)n1 (centres undefined)
 : -10%, -4, 0%, -15%, -7%, -5%, i, 3%, 43%[activator]
- COc1ccc(N2CCN(C(=O)c3cc4c(C)nc5ccccc5c4o3)CC2)cc1
 : 7%, -1, ?, 0%, 30%, 50µM*, 7%, 56µM*, ?
- COc1ccc2c(c1)c1c(c(=O)n(-c3ccc(F)c(Cl)c3)c(=O)n1Cc1ccccc1C)n2C
 : -13%, -13, 0%, -7%, 9%, -5%[59 µM], 0%, -1%, 30%
- O=C(Cc1coc(-c2ccc(F)cc2)n1)NCc1ccccc1
 : 3%, -3, 8%, 9%, 1%, -2%[12.7 µM], -3%, -1%, 17%
- N#Cc1cnc(Nc2ccc(F)cc2)nc1N
 : 5%, -1, 1%, -4%, -5%, nt, -1%, -1%, 23%
- CC(=O)Nc1ccc(NC(=O)Cc2ccc(S(=O)(=O)N3CCCCC3)cc2)cc1
 : -34%, 4, 1%, 11%, 0%, 40µM*, -2%, -13%, 41%[activator]
- COc1ccc(NS(=O)(=O)c2ccc(N3CCOCC3)c(NC(=O)C(C)C)c2)cc1
 : nt, -4, -1%, 11%, -15%, -1%, -7%, -4%, 23%
- O=C(Nc1cccn(Cc2ccccc2)c1=O)NC1CCCCC1
 : -38%, 0, -1%, 2%, 4%, -45%, -1%, -27%, 9%
- C=CCNC(=O)CN(c1cc(Cl)ccc1OC)S(=O)(=O)c1ccc(C)c([N+](=O)[O-])c1
 : -1%, -4, -1%, -1%, -8%, nt, i, 12%, 53%[activator]
- CC1=NN(c2ccc(Cl)cc2)C(=O)/C1=C\c1cccn1-c1ccc(S(N)(=O)=O)cc1
 : 10µM*, 5, -1%, -6%, 0%, 10µM*, -2%, 22µM*, ?
- Cc1ccc(S(=O)(=O)NCc2nc(-c3cccc(C)c3)no2)cc1
 : -2%, 0, ?, -1%, -10%, -17%[59 µM], 9%, -1%, 35%[activator]
- Nc1ccn(Cc2ccccc2)n1
 : -16%, 1, -1%, 6%, -1%, -2%, -2%, -8%, 34%
- Cc1cccc(NC(=O)c2cc3c([nH]c2=O)CC(c2ccccc2)CC3=O)c1 (centres undefined)
 : -17%, -5, 24%, 6%, 6%, 7%[59 µM], 12%, -2%, 20%
- Cc1ccc(NC(=O)c2ccc(S(=O)(=O)N3CCCCC3)cc2)nc1
 : 6%, 2, -1%, -19%, -7%, -7%[59 µM], -7%, -7%, 37%
- Cc1ccc2cc(CCl)c(Cl)nc2c1
 : ?, -2, 0%, 5%, -7%, -28%[12.7 µM], 0%, 4%, 36%
- COc1ccc(N2CC(C(=O)Nc3nnc(Cc4ccccc4)s3)CC2=O)cc1 (centres undefined)
 : 0%, -4, -1%, 7%, 6%, 2%, -4%, -21%, -19%
- C=C1[C@@H](OC(C)=O)CC[C@]2(C)[C@@H]1C[C@@H]1C[C@H](OC(C)=O)C(C)=C([C@@H](OC(C)=O)[C@@H]2OC(C)=O)C1(C)C
 : -16%, 3, 1%, 1%, -11%, 23%[59 µM], -8%, -14%, 33%
- CCN(CC)S(=O)(=O)c1ccc(O)c(C(=O)OCC(=O)Nc2cc(C)c(C)cc2[N+](=O)[O-])c1
 : -35%, 0, -2%, 2%, 0%, -20%[59 µM], -5%, -34%, -11%
- Cc1ccc(S(=O)(=O)c2nc(-c3cccc(C)c3)oc2N2CCCCC2)cc1
 : -31%, 1, 27%, 0%, -1%, ?, 5%, -20%, 8%
- CCOC(=O)C1CCCN(c2c(Nc3ccc(C)c(C)c3)c(=O)c2=O)C1 (centres undefined)
 : 10%, 2, 3%, 0%, 14%, ?, -1%, -9%, 35%[activator]
- S=C(c1cn(Cc2ccc(Br)cc2)c2ccccc12)N1CCOCC1
 : ?, -2, 7%, -6%, 19%, ?, -10%, 25µM*, ?
- CCc1cccc(C)c1NC(=O)CSc1nnc(-c2cc3cc(Br)ccc3o2)n1CC
 : 7%, 2, 3%, -1%, 4%, -12%[59 µM], -6%, ?, 9%
- CC(C)(C)c1ccc(C(=O)OCc2c(-c3ccccc3)ncc3ccccc23)cc1
 : nt, 1, -2%, -1%, -2%, nt, 1%, -12%, 22%
- CC(C)(C)OC(=O)N/N=C/c1cccn1-c1ccc([N+](=O)[O-])cc1
 : ?, 2, 3%, -11%, 1%, 8.9µM*, -3%, ?, ?
- Cc1ccc(-n2c3nc(=O)[nH]c(=O)c-3cc3cc([N+](=O)[O-])ccc32)cc1C
 : 8%, -7, ?, 1%, ?, 45µM*, 6%, -18%, -10%
- Cc1ccc(NC(=O)C(C)N=C2NS(=O)(=O)c3ccccc32)cc1 (centres undefined)
 : -14%, 0, 9%, -4%, -20%, 3%, -9%, -11%, 24%
- COc1ccc(C(C(=O)NC2CCCCC2)N(C(=O)Cc2c[nH]c3ccccc23)c2ccc(NC(C)=O)cc2)cc1OC (centres undefined)
 : -36%, 0, -1%, 2%, 17%, nt, 10%, -25%, 5%
- Clc1cccc(-n2cc(-c3ccccc3)c3c(NC4CCCC4)ncnc32)c1
 : -3%, -6, 4%, 1%, 2%, 4%[59 µM], 0%, 5%, 52%[activator]
- CC[n+]1c(C)sc2cc(C)ccc21
 : -38%, -2, 1%, 8%, 0%, ?, -8%, 1%, 59%[activator]
- COc1cc(/C=C/C(=O)O)ccc1OCc1ccc([N+](=O)[O-])cc1
 : -13%, -11, -2%, -1%, 3%, 1%, 1%, -13%, 1%
- CC[C@]12c3[nH]c4ccc(OC)cc4c3CCN1C(=O)C(CC(=O)NCc1ccco1)C[C@@H]2C(=O)N1CCN(C(=O)C2CC2)CC1 (some centres undefined)
 : nt, 3, 1%, 3%, 5%, nt, -6%, -24%, 24%
- COc1ccc2oc(C(=O)OCC(=O)Nc3cc(S(=O)(=O)N4CCOCC4)ccc3OC)c(C)c2c1
 : -1%, -3, 12%, -3%, 2%, -32%, -10%, -20%, 10%
